High-throughput results as filed in PubChem.
S3 lipid droplet: qHTS Assay for Lipid Storage Modulators in Drosophila S3 Cells; Drosophila S3 cells, BODIPY lipid droplet fluorescence, 18-24 h; cells fed with added oleic acid; lipid storage change, negative = inhibition, % at the top dose, mostly 46.1 µM; hits show Potency in µM; actives 0.64% (n = 320,000); AID 2685; active = well fitted inhibition curve with a large enough effect in the signal ratio, with a control signal flat, not every such curve was filed as active; inconclusive = small, poorly fitted or top-dose-only effect, or effect the other way, or a change in a side signal; the % refers to the signal ratio
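Drosophila S3 cells loaded with oleic acid (400 uM, as added) and compounds at several concentrations; lipid droplets imaged by 488-nm laser-scanning cytometry, 500–530 nm intensity and object ratio to cell channel. Percent activity normalized to 20 uM Triacsin C.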
S3 lipid droplet cell count max: second read-out of S3 lipid droplet, no call of its own (marks repeat the call); cell number change, %; measured here: cell count max response;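 cells counted by Cell Tracker Red CMTPX staining in the red channel; peak over a dose series mostly up to 46.1 µM; percent activity relative to internal control wells on each plate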
Active calls of the source: *; i = inactive; ? = inconclusive; . = not tested or not shown. % is set by controls: 0 for no effect and ±100 for the full control effect; potency is the fitted concentration of half-maximal effect. The list is partial, so the mix of outcomes need not match the whole.

SMILES,S3 lipid droplet,S3 lipid droplet cell count max
OC(c1cccc(Cl)c1)c1nccc2ccccc12 (centres undefined),-2%,21
O=C(OCn1nnc2ccccc2c1=O)C12CC3CC(CC(O)(C3)C1)C2,?,.
COc1ccc2c(CC(=O)OCC(=O)NC(N)=O)coc2c1,-3%,-4
Cc1ccccc1OC(=O)C1C(c2ccccc2)C(C(=O)O)C1c1ccccc1 (centres undefined),?,.
COc1cc(C)nc(Oc2ccc(OCCOc3ccc(C)cc3)nn2)n1,?,.
O=C(NCC1CCOCC1)c1cc(COc2ccc(F)cc2F)on1,?,.
CC(C)c1csc(CN2CCN(Cc3ccccc3)C(CCO)C2)n1 (centres undefined),2%,0
Cc1cc(C(C)(C)C)cc(C)c1S(=O)(=O)N1CC(=O)Nc2ccccc21,?,.
O=C(NCC(c1cccnc1)N1CCN(c2ccccc2F)CC1)c1cccc(Cl)c1 (centres undefined),?,.
Cc1cccc(C)c1-n1c(C)cc(/C=C2\NC(=O)NC2=O)c1C,?,.
COc1ccccc1Oc1c(C)oc2c(CN3CCOCC3)c(O)ccc2c1=O,14%,-9
C=CCN([C@@H](CC(C)C)C(=O)OC)S(=O)(=O)N(CC=C)[C@@H](CC(C)C)C(=O)OC,?,.
CC(C)NC(=O)C(=O)NCCN1CCN(S(=O)(=O)c2ccc(Cl)cc2)CC1,?,.
COC(=O)c1cc(Br)c(=O)n(Cc2ccncc2)c1,26%,14
COc1ccc(NC(=O)c2ccc(OC(F)F)cc2)cc1Cl,?,.
COc1cc(NC(=O)C2=COCCO2)c(OC)cc1Cl,i,-23
O=C(c1ccccc1)N(CCN1CCOCC1)C1(C(=O)Nc2ccccc2)CCCCC1,?,.
O=C(NCc1ccccc1)c1cccc(NC(=O)c2ccco2)c1,?,.
FC(F)(F)c1nnc2c(Sc3ccccc3)nc3ccccc3n12,22%,.
CC(=O)OCCNc1cc(SCc2ccco2)c2nonc2c1[N+](=O)[O-],?,.
COc1ccccc1CCNC(=O)C(=O)NCC1OCCN1S(=O)(=O)c1ccc(F)cc1 (centres undefined),?,.
CSC(=S)N/N=C(\C)c1ccc(Br)cc1,i,13
O=C(NCC(F)(F)F)c1ccc(S(=O)(=O)N2CCN(C(=O)C3CCCO3)CC2)cc1 (centres undefined),?,.
CN(C(=O)CC(NC(=O)c1ccccc1)(c1ccccc1)c1ccccc1)c1ccccc1,-17%,-14
Cc1ccc(NC(=O)C(C)N2C(=O)C3CC=C(Cl)CC3C2=O)cc1 (centres undefined),i,-3
O=C(O)C1CC=CCC1C(=O)Nc1ccc(Oc2ccc(Cl)cc2)cc1 (centres undefined),?,.
O=C(CNC(=O)c1ccc([N+](=O)[O-])cc1)N/N=C/c1c[nH]c2ccccc12,-6%,5
CCOc1ccccc1-c1ccc(C(=O)NCc2ccccc2)o1,?,.
O=C(Nc1ccccc1)N1C2CCC1CC(O)(c1cccnc1)C2 (centres undefined),7%,-3
CCCCNC(=O)c1cc2c(C)cc(C)cc2[nH]1,?,.
Cc1ccc(C(=O)C(C)OC(=O)CCS(=O)(=O)c2ccc(C)cc2)cc1 (centres undefined),?,.
Cc1nc2ccccc2cc1C(=O)N/N=C/c1ccc([N+](=O)[O-])cc1,?,.
COc1ccc(C2N(C(=O)c3ccccc3)CCN2C(=O)c2ccc(C)cc2)cc1 (centres undefined),?,.
O=C1OC(c2ccc(F)cc2)=C/C1=C\c1ccc(O)cc1,17%,-15
Cc1ccc(NC(=O)COc2ccccc2C(=O)NCc2ccccc2)cc1,?,.
Cc1c(NC(=O)C(C)Sc2ccccc2)c(=O)n(-c2ccccc2)n1C (centres undefined),?,.
O=C(NCc1ccco1)c1ccccc1-c1ccc(C(F)(F)F)cc1,21%,-4
O=C(NCCCO)C(=O)NCCc1ccc(Cl)cc1,?,.
CCOCC(=O)Nc1cc(C(=O)Nc2cccc(C)c2C)ccc1Cl,?,.
COc1ccc(C(CCN2CCCCC2)c2c(O)cc(OC)cc2OC)cc1 (centres undefined),8%,18
COc1ccc(C(=O)NC(C)c2ccc(-n3ccnc3)cc2)cc1[N+](=O)[O-] (centres undefined),?,.
CC(OC(=O)Cc1coc2ccc3ccccc3c12)C(=O)Nc1ncc(Cl)cc1Cl (centres undefined),?,.
COC1CCN(C(=O)c2ccc3oc(Cc4ccc(Cl)cc4)nc3c2)CC1,-2%,-19
O=C(NCc1cccs1)C1CCN(c2nc3ccccc3o2)CC1,-2%,8
CCOC(=O)C1=C(COC(=O)CCS(=O)(=O)c2ccc(C)cc2)NC(=O)NC1C (centres undefined),?,.
CCN(CC)CCNC(=O)c1ccc(NC(=O)c2ccc(Cl)c(S(=O)(=O)Nc3ccccc3OC)c2)cc1,?,.
O=C(COC(=O)C1(c2ccccc2)CC1)N1CCN(c2ccc(F)cc2)CC1,?,.
CCOC(=O)N1CCN(S(=O)(=O)c2ccc(C(=O)N(CCN(C)C)c3nc4c(C)cccc4s3)cc2)CC1,-2%,-16
CCn1c(Cc2cccs2)nnc1SCC(=O)NC(C)(C)C,?,.
O=C(O)CSCC(=O)N1N=C2/C(=C/c3ccccc3)CCCC2C1c1ccccc1 (centres undefined),i,13

Structures listed so far that have a tert-butyl group:
SMILES,S3 lipid droplet,S3 lipid droplet cell count max
Cc1cc(C(C)(C)C)cc(C)c1S(=O)(=O)N1CC(=O)Nc2ccccc21,?,.
CCn1c(Cc2cccs2)nnc1SCC(=O)NC(C)(C)C,?,.

Next results follow:
SMILES,S3 lipid droplet,S3 lipid droplet cell count max
COc1ccc(C(NC(=O)c2cccc(F)c2)c2ccccc2)cc1 (centres undefined),7%,13
CCOc1ccc(S(=O)(=O)NCC2CCCO2)c2ccccc12 (centres undefined),10%,-1
O=C(NCc1cn2ccsc2n1)Nc1cccc(Cl)c1,?,.
CCOC(=O)N1CCN(c2c(NCCc3ccc(C)cc3)c(=O)c2=O)CC1,-2%,-1
O=C(O)C1CCCCC1C(=O)Nc1cnn(Cc2ccccc2)c1 (centres undefined),-3%,-14
CCCN(CCC)c1c([N+](=O)[O-])c(=O)oc2ccccc12,4%,-16
CC(C)Oc1cccc(C(=O)C2CCCN(Cc3cnc(N4CCOCC4)s3)C2)c1 (centres undefined),3%,0
CO/N=C/NC(=O)c1c(OC)ccnc1Oc1ccc(F)cc1,7%,6
O=C(CN1C(=O)/C(=C\c2ccc(C(F)(F)F)cc2)Sc2ccccc21)NCc1ccco1,15%,8
CC1(C)CC(=O)C2=C(C1)Nc1[nH]n(-c3ccccc3)c(=O)c1C2c1ccc2c(c1)OCO2 (centres undefined),15%,-10
CCOC(=O)c1ccc(Cn2cnc3ccccc3c2=O)cc1,?,.
CSc1ccc(CN2C(=O)NC3(CCCCCCC3)C2=O)cc1,-3%,16
Cc1cccc(C(=O)NCCNC(=O)c2ccco2)c1,?,.
COc1cc(NS(=O)(=O)c2ccc(NC(=O)COc3ccccc3C)cc2)nc(OC)n1,?,.
CCOc1ccccc1NC(=O)C(c1ccccc1)N1CCN(C(=O)c2ccco2)CC1 (centres undefined),9%,-20
N#Cc1cccnc1Nc1cccc(Cl)c1,13%,17
O=C(Nc1ccc2oc(-c3cccnc3)nc2c1)c1ccco1,-15%,-4
COCc1cc(C)nc(NC2CC(C)(C)NC(C)(C)C2)c1C#N,0%,-11
O=C1NC(Cc2ccccc2)c2nc3ccccc3c(=O)n2-c2ccc(Cl)cc21 (centres undefined),?,.
C=CCOc1ccccc1CN1CCC(CO)(CCOc2ccccc2)CC1,-1%,3

Part of the list above, with two lines to a compound.
Under each structure – S3 lipid droplet, S3 lipid droplet cell count max
COc1ccc(NC(=O)c2ccc(OC(F)F)cc2)cc1Cl
→ ?, .
COc1cc(NC(=O)C2=COCCO2)c(OC)cc1Cl
→ i, -23
O=C(c1ccccc1)N(CCN1CCOCC1)C1(C(=O)Nc2ccccc2)CCCCC1
→ ?, .
O=C(NCc1ccccc1)c1cccc(NC(=O)c2ccco2)c1
→ ?, .
FC(F)(F)c1nnc2c(Sc3ccccc3)nc3ccccc3n12
→ 22%, .
CC(=O)OCCNc1cc(SCc2ccco2)c2nonc2c1[N+](=O)[O-]
→ ?, .
COc1ccccc1CCNC(=O)C(=O)NCC1OCCN1S(=O)(=O)c1ccc(F)cc1 (centres undefined)
→ ?, .

Remaining list, next part
SMILES,S3 lipid droplet,S3 lipid droplet cell count max
OC(COc1c(Cl)cc(Cl)cc1Cl)CN1CCCCC1 (centres undefined),-17%,0
O=C(Nc1ccc2c(c1)C(=O)N(C1CCCCC1)C2=O)C1CCCO1 (centres undefined),21%,-13
COCCN1CCN(Cc2cn(C)nc2-c2cccc(Cl)c2)CC1,?,.
COc1cccc(NC(=O)CC(=O)c2ccc([N+](=O)[O-])cc2)c1,-3%,5
Cc1ccc(CNC(=O)C(=O)NCCC2CCCCN2S(=O)(=O)c2cccs2)cc1 (centres undefined),?,.
O=C(O)C1CCCCC1C(=O)OCCCCOC(=O)C1CCCCC1C(=O)O (centres undefined),?,.
Cc1cnc(NC(=O)CSc2ncn(-c3ccccc3)n2)s1,?,.
COc1cccc(-n2nc(C(C)=O)c(C#N)c2-c2ccco2)c1,-1%,-1
CCn1c(SCC(=O)c2cccs2)nnc1-c1ccco1,?,.
Cc1ccc(NC(=O)c2cc(-c3cccs3)on2)cc1,?,.
COCCCNC(=S)NC1CC2CCCC(C1)N2Cc1ccco1 (centres undefined),?,.
CSCCC(=O)N1CCCC(N2CCN(c3cccc(C(F)(F)F)c3)CC2)C1 (centres undefined),?,.
Cc1nc2ccccc2n1CC(=O)c1ccc(O)c(O)c1,?,.
CN1CCN(C(=O)c2ccc3c(c2)N(Cc2ccccc2F)C(=O)c2ccccc2S3=O)CC1 (centres undefined),?,.
COc1ccc(C)cc1NS(=O)(=O)c1ccc2c(c1)oc(=O)n2C,?,.
O=C(Nc1ccccc1)c1ccc(Br)c(S(=O)(=O)Nc2ccccn2)c1,-9%,2
CCOc1c(Cl)cc(CNc2ccc(S(N)(=O)=O)cc2)cc1OC,20%,.
COc1cccc(OC)c1OCCCCN1CCCC1,-11%,-14
COc1cccc(Cn2c(=S)[nH]c3ccc(N4CCOCC4)cc3c2=O)c1,?,.
CS(=O)(=O)N(CC(N)=O)c1cccc(Br)c1,6%,15
COC(C[C@H]1O[C@H]1[C@H](O)[C@H](C)OCc1ccccc1)OC,20%,1
O=C(Nc1nc2ccccc2n1CCN1CCCCC1)c1ccco1,?,.
NC(=O)CC(NC(=O)Cc1ccc(Cl)cc1)c1ccc(NC2CC3CCC2C3)c([N+](=O)[O-])c1 (centres undefined),?,.
CCN1CCN(c2ccc(NC(=O)c3ccc4c(c3)[nH]c(=O)n4Cc3ccc(OC)cc3)cc2)CC1,?,.
CCCC(=O)Nc1ccc2oc(-c3cncc(Br)c3)nc2c1,0%,10
Cc1cc(C(=O)Nc2ccc3c(c2)OCO3)no1,?,.
CN(C)c1ccc2c3c(ccc(N(C)C)c13)C(=O)OC2,-4%,11
CCOC(=O)c1cnc(SCC(=O)Nc2cccc(OC)c2)nc1N,?,.
O=[N+]([O-])c1ccc2nc(N3CCCC3)sc2c1,9%,4
Cc1ccccc1Nc1ccc2nonc2c1[N+](=O)[O-],?,.
COc1ccc(CC(=O)OCC(=O)Nc2c(C)n(C)n(-c3ccccc3)c2=O)cc1,?,.
CCn1c(SCC(=O)NC2CCCCC2)nnc1-c1cccnc1,?,.
Cc1cc2cc(CNC(=O)CC(C)C)ccc2n1C,-22%,5
Cn1ccc(C(=O)Oc2ccc(C(=O)Nc3ccc(F)cc3F)cc2)n1,?,.
Cc1cccc(C)c1-n1c(C)nn(CC2CC2)c1=O,?,.
Cc1ccccc1C(=O)NC1CC(C)(C)NC(C)(C)C1,?,.
N#C/C(=C\c1ccc[nH]1)C(=O)Nc1ccccc1[N+](=O)[O-],-10%,4
CCOc1cccc(Nc2ccc([N+](=O)[O-])cn2)c1,6%,-19
COC(=O)c1cc(OC)c(OC)cc1NC(=O)C1CCC(=O)N1S(=O)(=O)c1ccc(C)cc1 (centres undefined),?,.
Cc1oc(-c2ccc(Cl)cc2)nc1CN1CCC(C(=O)NCc2cccnc2)CC1,i,.
O=C(COc1cccc(-n2cnnn2)c1)NC1CCCCC1,-2%,17
CNC(=O)c1c(NC(=O)CCS(=O)(=O)c2ccccc2)sc2c1CCN(C(=O)OC)C2,?,.
COC(=O)[C@@]12CCCN1[C@H](c1ccc(-c3ccc(Cl)c(Cl)c3)cc1)[C@H]1C(=O)N(C)C(=O)[C@H]12,?,.
CCN(CC)CCNC(CC(=O)Nc1ccc(Cl)cc1Cl)C(=O)O (centres undefined),0%,2
